GIRK2 activator: Activates human GIRK2-containing potassium channels. 34,000 tested, under 10 active. HEK293 GIRK2/NPY4 cells, thallium flux fluorescence. activation (% efficacy), % for hits at 37.5 µM. AID 1259324. P48051;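 active means primary screen hit, no activity in plain HEK293 cells, and in GIRK2-only cells above 5% efficacy rising with concentration; inactive means the rest, including fluorescent compounds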;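 further: efficacy is normalized control-subtracted fluorescence 15 s after thallium addition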
Target sequence (P48051 whole entry, looked up): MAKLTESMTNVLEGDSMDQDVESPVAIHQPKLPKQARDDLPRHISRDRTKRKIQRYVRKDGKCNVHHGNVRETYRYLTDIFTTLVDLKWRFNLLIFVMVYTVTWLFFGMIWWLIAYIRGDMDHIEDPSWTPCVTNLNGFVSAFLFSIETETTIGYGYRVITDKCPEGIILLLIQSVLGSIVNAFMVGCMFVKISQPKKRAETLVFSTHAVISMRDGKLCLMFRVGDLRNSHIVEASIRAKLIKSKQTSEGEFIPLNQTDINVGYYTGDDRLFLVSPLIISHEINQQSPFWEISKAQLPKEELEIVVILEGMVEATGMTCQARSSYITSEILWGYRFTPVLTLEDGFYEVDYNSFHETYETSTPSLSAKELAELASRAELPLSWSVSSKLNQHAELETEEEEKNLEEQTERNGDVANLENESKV
Calls only; i = inactive. This is a subset; the hit share may differ from the screen's.

Start of the data: the first four entries (preview)
SMILES	GIRK2 activator
O=C(C1COc2ccccc2O1)N(Cc1ccccn1)Cc1ccco1 (stereo not given)	i
COc1ccc(C)cc1NC(=O)CCc1csc(NC(=O)c2ccco2)n1	i
CS(=O)(=O)N1CCC(C(=O)Nc2nc3c(s2)Cc2ccccc2-3)CC1	i
CCOCCn1c(-n2nc(C)cc2C)nc2c1c(=O)n(CCc1ccccc1)c(=O)n2C	i

Results (from the top)
SMILES	GIRK2 activator
O=C(C1COc2ccccc2O1)N(Cc1ccccn1)Cc1ccco1 (stereo not given)	i
COc1ccc(C)cc1NC(=O)CCc1csc(NC(=O)c2ccco2)n1	i
CS(=O)(=O)N1CCC(C(=O)Nc2nc3c(s2)Cc2ccccc2-3)CC1	i
CCOCCn1c(-n2nc(C)cc2C)nc2c1c(=O)n(CCc1ccccc1)c(=O)n2C	i
COCCN=Cc1c(NCCOC)nc2ccccn2c1=O	i
Cc1ccc(S(=O)(=O)NCc2ccccc2)c(C)c1N(C)S(C)(=O)=O	i
Cc1cc(-c2nnc(NC(=O)c3cc(=O)c4ccccc4o3)o2)nn1C(C)C	i
COc1cccc(NC(=O)CSc2ncc(-c3ccc(F)cc3)o2)c1	i
O=C(CCn1cnc2c(cnn2-c2ccccc2)c1=O)Nc1nc2ccccc2s1	i
O=C(NCCc1csc(-c2ccc(F)cc2)n1)C(=O)NCc1ccccc1Cl	i
CCn1nnc2c(N3CCN(C(c4ccccc4)c4ccccc4)CC3)ncnc21	i
O=C(CS(=O)(=O)c1ccc(Br)s1)N1CCN(c2ccc(F)cc2)CC1	i
CCn1nnc2c(N3CCN(C(=O)CC4CCCC4)CC3)ncnc21	i
O=C(NCCCN1CCOC(c2ccccc2)C1)c1ccco1 (stereo not given)	i
COc1ccccc1-c1ccc(=O)n(CC(=O)Nc2ccc(C(C)=O)cc2)n1	i
Cc1nc(C)c(C(=O)N2CCC(c3nnc(C(C)C)o3)CC2)s1	i
O=C(NCCCc1ccccc1)c1ccc(N2CCCCS2(=O)=O)cc1	i
CCOc1ccc(-n2nnnc2CN2CCN(S(C)(=O)=O)CC2)cc1	i
COCCN1COc2ccc3c(=O)c(Oc4ccccc4OC)coc3c2C1	i
O=c1c2sccc2nc(SCc2nc(-c3ccccc3Cl)no2)n1Cc1ccccc1	i
COc1ccc(CCNC(=O)NCC2(O)CCOCC2)cc1	i
COc1ccccc1CNC(=O)c1sccc1S(=O)(=O)N1CCN(c2cc(C)ccc2C)CC1	i
COCCNS(=O)(=O)c1cc(OC)c(C)cc1C	i
COc1cccc(C(=O)Nc2nnc(-c3ccc(Br)s3)o2)c1	i

Shown with each value named: entries from further up
COc1ccccc1-c1ccc(=O)n(CC(=O)Nc2ccc(C(C)=O)cc2)n1
  GIRK2 activator = i
Cc1nc(C)c(C(=O)N2CCC(c3nnc(C(C)C)o3)CC2)s1
  GIRK2 activator = i

Next part:
SMILES	GIRK2 activator
COc1cc(C(=O)NCC2CCN(C(=O)c3cccn(C)c3=O)CC2)cc(OC)c1OC	i
CC1CCCCN1c1ncnc(N)c1[N+](=O)[O-] (stereo not given)	i
Cn1nc2c(c1NC(=O)c1cccc(N3C(=O)CCC3=O)c1)CCC2	i
COc1cccc(C(=O)CSc2ccc(NC(=O)C3CC3)nn2)c1	i
O=[N+]([O-])c1ccc(N2C(=S)N(c3ccccc3)C3CS(=O)(=O)CC32)cc1 (stereo not given)	i
COC(=O)c1sc(NC(=O)c2ccc(OC)cc2)c(C(=O)OC)c1C	i
Cc1cc(NC(=O)c2cccc([N+](=O)[O-])c2)ccc1N1CCCCC1=O	i
O=C(CCCSc1ccc(NC(=O)C2CC2)nn1)NCc1ccco1	i
Cn1nc(NC(=O)COc2ccccc2F)c2c1NC(=O)CC2c1ccco1 (stereo not given)	i
COc1ccc(CN(CC(=O)N(C)c2ccccc2)S(=O)(=O)c2cccnc2)cc1	i
Cc1cc(C)n(-c2cc(N3CCCC(C(=O)Nc4nnc(C)s4)C3)ncn2)n1 (stereo not given)	i
CC(C)N(C(=O)CSc1nnc(-c2ccncc2)o1)C(C)C	i
CCC(C(=O)Nc1ccc(-n2nnn(CC(N)=O)c2=O)cc1)c1ccccc1 (stereo not given)	i
O=C(Cc1cc(-c2ccccc2)on1)Nc1ccccc1	i
Cc1ccc(Cn2c(CO)cnc2SCc2ccccc2C)cc1	i
COCCNC(=O)C(=O)NCC1(O)CCCC1	i
CCS(=O)(=O)N1CCCc2cc(NS(=O)(=O)c3c(C)n[nH]c3C)ccc21	i
COc1ccc(CNC(=O)Nc2cccc(N3CCCS3(=O)=O)c2)cc1OC	i
O=C(NCCNc1cc(-n2cccn2)ncn1)Nc1ccc2ccccc2c1	i
Cc1ccc(-n2ncc3c(=O)n(NC(=O)c4ccc(OC(C)C)cc4)cnc32)cc1	i
COCCN1CCC(CNS(=O)(=O)CCc2ccccc2)CC1	i
O=C1CC(NC(=O)c2ccc(Oc3ccccc3)cc2)CN1 (stereo not given)	i
COc1ccc(-c2noc(CSc3n[nH]c(=O)c4cc(-c5cccs5)nn34)n2)c(OC)c1	i
Cc1cc([N+](=O)[O-])ccc1NC(=O)c1ccc(C(C)(C)C)cc1	i
COc1cccc(NC(=O)Cn2cc(OC)c(=O)cc2CSc2nnnn2C)c1	i
Cc1nc(Nc2ccc(NC(=O)C(C)C)cc2)cc(-n2ccnc2)n1	i
CCS(=O)(=O)Nc1cccc(-c2ccc(=O)n(C)n2)c1	i
Cc1nc(NCCNS(=O)(=O)c2ccccc2Cl)cc(N(C)C)n1	i
CC(=O)N1CCN(C(=O)C(=O)Nc2c3c(nn2-c2ccccc2)CS(=O)(=O)C3)CC1	i
O=C1CC(NC(=O)c2ccc(F)cc2Cl)CN1 (stereo not given)	i
Cc1sc(N2C(=O)C3C4C=CC(C4)C3C2=O)c(C#N)c1C (stereo not given)	i
Cc1ccc(NS(=O)(=O)c2ccc(NC(=S)NC(=O)/C=C/c3ccco3)cc2)c(C)c1	i
Cc1cc(CN2CCC(CNC(=O)C(=O)NC(C)(C)C)CC2)c(C)o1	i
CCOc1ccc(S(=O)(=O)Nc2ccc3c(c2)N(C(=O)c2ccco2)CC3)cc1C	i
COc1cccc2c1OC(c1ccncc1)N1N=C(c3cccc(O)c3)CC21 (stereo not given)	i
O=C(C1CCN(c2ccc(-c3ccc(F)cc3)nn2)CC1)N1CCc2ccccc21	i
Cc1ccc(=O)n(CCNC(=O)C2(c3ccccc3)CCOCC2)n1	i
CNC(=O)C1Cc2ccccc2N1C(=O)Nc1cccs1 (stereo not given)	i
COc1ccc(C(=O)Nc2ccc(S(N)(=O)=O)cc2)cc1I	i
CSc1ncccc1C(=O)N1CCC(CNC(=O)c2ccccc2C(F)(F)F)CC1	i
Cc1cc(C(=O)N2CCCC(c3nn(C)c(=O)n3-c3ccccc3)C2)c(C)o1 (stereo not given)	i
COc1cc(-c2ccc(SCC(=O)NCc3ccc(F)cc3)nn2)cc(OC)c1OC	i
COc1ccc(NC(=O)c2nnn(-c3ccccc3C)c2N)c(OC)c1	i
O=C(NCC(O)Cc1ccccc1)NC1CCCCC1 (stereo not given)	i
COc1cccc(-c2cc(CC(=O)NCc3cccs3)no2)c1	i
COc1ccc(NC(=O)Cn2cc(-c3ccccc3)c(N(C)C)n2)cc1OC	i
CCCCC(CC)Cn1c(NC)nc2c1c(=O)[nH]c(=O)n2C (stereo not given)	i
Cc1cc(C)c(-c2ccc(SCC(=O)Nc3ccc4c(c3)OCO4)nn2)cc1C	i
O=C(c1nc(-c2cnccn2)no1)N1CCc2ccccc21	i
O=C(Nc1cccc2nsnc12)C1CN(C(=O)COc2ccccc2F)C1	i
Cc1ccc(C2NC(=O)Nc3c2c(=O)n(C)c(=O)n3C)s1 (stereo not given)	i
CC(=O)N1CCN(C(=O)Cc2cc(-c3cccs3)on2)CC1	i
O=C(CCS(=O)(=O)c1ccccc1)NCC1CCN(C(=O)c2ccccc2F)CC1	i
Cc1nn(C2CCS(=O)(=O)C2)c2nc(-c3ccccc3)cc(C(=O)NCC3CCCO3)c12 (stereo not given)	i
CC(C)Cc1ccc(S(=O)(=O)Cc2nc(-c3ccccc3Cl)no2)cc1	i
Cc1ccccc1OCC(=O)NCC(O)c1ccsc1 (stereo not given)	i
COCCNC(=O)C(=O)NCCC(O)C(C)(C)C (stereo not given)	i
CCn1ccc(C(=O)Nc2nc3ccc(NC(C)=O)cc3s2)n1	i
Cn1nc2c(c1NC(=O)C1CCCN(S(=O)(=O)c3ccc(Cl)s3)C1)CCC2 (stereo not given)	i
Cc1ccccc1CSc1nc2cc(C(=O)NC(C)C)ccc2c(=O)n1CC1CCCO1 (stereo not given)	i
The list goes on.
SMILES	GIRK2 activator
CCn1ccnc1N1CCN(C(=O)c2cccc(Cl)c2)CC1	i
Cc1ccc(C)c(-c2ccc(=O)n(CC(=O)Nc3ccccc3[N+](=O)[O-])n2)c1	i
COc1ccc(S(=O)(=O)CC(=O)Nc2c(C(N)=O)oc3ccccc23)cc1	i
CCC(Sc1nc2ccccc2c(=O)n1NC(=O)Cc1ccccc1)C(=O)N1CCOCC1 (stereo not given)	i
O=C(Nc1nccs1)C1(c2cc(-c3cccs3)on2)CC1	i
O=C(NCC1COC2(CCCC2)O1)C(=O)Nc1cccc([N+](=O)[O-])c1 (stereo not given)	i
O=C(NCCc1c[nH]c2ccccc12)C1CN(c2nc3c(F)cccc3s2)C1	i
COc1cccc(C(=O)Nc2nn(C)c3c2CC(C)C(=O)N3)c1OC (stereo not given)	i
O=C(CC1CSc2nc3c(cnn3-c3ccccc3)c(=O)n21)NC1CCCC1 (stereo not given)	i
O=C(NCC(c1cccc2ccccc12)N1CCCC1)c1ccc(Br)o1 (stereo not given)	i
COc1ccc(OC)c(-c2nnc3ccc(OCCNC(=O)Nc4cccs4)nn23)c1	i
COc1ccccc1C(=O)NCC(O)c1sccc1C (stereo not given)	i
COc1cccc(CNC(=O)C(=O)NCC2CCN(C(=O)c3ccccc3F)CC2)c1	i
COc1ccc(-c2ccc(N3CCN(C(=O)c4ccc(Cl)nc4)CC3)nn2)cc1	i
Cc1cn(C)nc1C(=O)Nc1nc2ccc(S(C)(=O)=O)cc2s1	i
Cc1cccc(C)c1NC(=O)CCCn1nc(-c2ccc(Cl)cc2)ccc1=O	i
CCOc1ccc(NC(=O)NC23CC4CC(CC(C4)C2)C3)cc1	i
CC1=C(C(=O)O)Sc2nc3ccccc3c(=O)n2N1	i
CCOc1ccccc1-n1nnc2c(=O)n(Cc3nc(-c4cccc(Cl)c4)no3)cnc21	i
O=C(NCCOc1ccc2nnc(-c3ccccc3)n2n1)Nc1cccs1	i
Cc1ccc(S(=O)(=O)NCc2cccnc2)c(C)c1N(C)S(=O)(=O)c1ccc(Cl)cc1	i
c1ccc(-n2ncc3c(Nc4ccc5c(c4)OCCO5)nnnc32)cc1	i
O=S(=O)(NCC(c1ccco1)N1CCOCC1)c1cccs1 (stereo not given)	i
COCC(=O)N1CCCc2ccc(NC(=O)NCc3cccc4ccccc34)cc21	i
CC(C)(C)c1cc(NCCOCCO)n2ncc(-c3ccccc3)c2n1	i
O=C(NCC1CCN(S(=O)(=O)C2CC2)CC1)c1cc(-c2ccco2)on1	i
Cc1cccc(C)c1-n1nnc(C(=O)NCC2CCCO2)c1C (stereo not given)	i
O=C(NCCOc1ccc(F)cc1)c1csc(-c2cnccn2)n1	i
O=S(=O)(Cc1ccc(F)cc1)NCC(O)(c1ccco1)C1CC1 (stereo not given)	i
COc1ccc(Cl)cc1NC(=O)C(=O)NCC(c1ccco1)N(C)C (stereo not given)	i
COCCCn1c(SCc2nc(-c3ccc(Cl)cc3)no2)nc2ccccc2c1=O	i
COc1ccc(NC(=O)Cc2csc(SCC(=O)c3ccccc3)n2)c(OC)c1	i
COc1ccc(-c2ccc(=O)n(CCCNC(=O)c3ccc4ccccc4n3)n2)cc1	i
CC(C)(C)c1ccc(NC(=O)N(Cc2ccsc2)Cc2ccccn2)cc1	i
COc1ccc(CCNC(=O)C(=O)Nc2c(C(N)=O)oc3ccccc23)cc1	i
Cn1nc2c(c1NC(=O)C1CCN(S(=O)(=O)c3ccc(F)cc3)CC1)CCC2	i
CCOC(=O)c1c(SCC(=O)Nc2cccc(NC(C)=O)c2)nc(=O)[nH]c1C	i
O=C(NCC(c1cccc2ccccc12)N1CCCC1)C(=O)Nc1ccc2c(c1)OCCO2 (stereo not given)	i
O=C(C1CCCC1)N1CCc2ccc(NS(=O)(=O)c3ccc(F)cc3F)cc21	i
COc1ccc(S(=O)(=O)CCCC(=O)Nc2nc(-c3cccc([N+](=O)[O-])c3)cs2)cc1	i
COC(=O)c1ccc(NC(=O)CS(=O)(=O)c2cccs2)cc1	i
CS(=O)(=O)N1CCC(C(=O)Nc2onc3c2CCCC3)CC1	i
CC(=O)Nc1ccc(Nc2cc(C)nc3c(-c4ccccc4Cl)c(C)nn23)cc1	i
COc1ccc(OC)c(NC(=O)C(=O)NCC2CCN(C3CCCC3)CC2)c1	i
O=C(c1cccs1)N(Cc1ccsc1)C1CC1	i
O=S(=O)(NCC1COC2(CCCCC2)O1)c1cc(F)ccc1F (stereo not given)	i
CCCC(CCC)C(=O)Nc1ccc(-c2cn3nc(OC)ccc3n2)cc1	i

Another view of part of the listing above:
SMILES: CCS(=O)(=O)Nc1cccc(-c2ccc(=O)n(C)n2)c1
  GIRK2 activator: i

SMILES: O=C(NCCc1csc(-c2ccc(F)cc2)n1)C(=O)NCc1ccccc1Cl
  GIRK2 activator: i

SMILES: COc1ccc(C(=O)Nc2ccc(S(N)(=O)=O)cc2)cc1I
  GIRK2 activator: i

Screens: PubChem, Vanderbilt University
